Plk1 PBD FP: Plk1 polo box domain binding inhibitors, primary screen, biochemical, fluorescence polarization; Serine/threonine-protein kinase PLK1 (Homo sapiens), P53350; Plk1 PBD phosphopeptide binding; inhibition, %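 (tested at about 20 µM)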; 97,000 compounds, 0.13% hits; in the data active = inhibition above about 34%, passing the limit was not always enough
ERa SRC1 pot: enhancers of ERα–SRC-1 coactivator binding, primary screen, biochemical, TR-FRET, ERα LBD, low estradiol; Estrogen receptor (Homo sapiens), P03372; TR-FRET ERalpha-LBD/SRC-Cy5 coactivator binding, 2 h; 100 = basal binding, no effect; coactivator binding (% of control), % at 25.6 µM; 86,000 compounds, 1.3% hits; AID 639, 2007; in the data active = activity above about 200%;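 also: binding measured in presence of low estradiol as agonist stimulus; 0% = peptide alone without receptor and 100% = receptor with peptide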
ERa coact inh: ERα–SRC-1 coactivator interaction inhibitors, primary screen, biochemical, TR-FRET, ERα LBD, estradiol-bound; TR-FRET ER-alpha LBD / SRC-1 peptide; inhibition, % at 25.6 µM; Estrogen receptor (Homo sapiens), P03372; 86,000 compounds, 1.7% hits; in the data active = inhibition above about 50%;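 also: 0% = receptor plus peptide control and 100% = peptide only without receptor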
Mac1 fbg enh: enhancers of CD11b/CD18 adhesion to fibrinogen, primary screen, K562 cells, luminescence. 93,000 compounds, 0.07% hits. activation, % at 10 µM. AID 1499, 2009. ATPlite luminescence. Integrin beta-2 (Homo sapiens) + Integrin alpha-M (Homo sapiens), P05107+P11215;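 active = 10 µM primary screen giving 50% or more activity, confirmed by 40% or more on retest at that dose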; also: strong numbers were not always called active
Target sequence (P05107 whole entry, looked up, other chains not shown): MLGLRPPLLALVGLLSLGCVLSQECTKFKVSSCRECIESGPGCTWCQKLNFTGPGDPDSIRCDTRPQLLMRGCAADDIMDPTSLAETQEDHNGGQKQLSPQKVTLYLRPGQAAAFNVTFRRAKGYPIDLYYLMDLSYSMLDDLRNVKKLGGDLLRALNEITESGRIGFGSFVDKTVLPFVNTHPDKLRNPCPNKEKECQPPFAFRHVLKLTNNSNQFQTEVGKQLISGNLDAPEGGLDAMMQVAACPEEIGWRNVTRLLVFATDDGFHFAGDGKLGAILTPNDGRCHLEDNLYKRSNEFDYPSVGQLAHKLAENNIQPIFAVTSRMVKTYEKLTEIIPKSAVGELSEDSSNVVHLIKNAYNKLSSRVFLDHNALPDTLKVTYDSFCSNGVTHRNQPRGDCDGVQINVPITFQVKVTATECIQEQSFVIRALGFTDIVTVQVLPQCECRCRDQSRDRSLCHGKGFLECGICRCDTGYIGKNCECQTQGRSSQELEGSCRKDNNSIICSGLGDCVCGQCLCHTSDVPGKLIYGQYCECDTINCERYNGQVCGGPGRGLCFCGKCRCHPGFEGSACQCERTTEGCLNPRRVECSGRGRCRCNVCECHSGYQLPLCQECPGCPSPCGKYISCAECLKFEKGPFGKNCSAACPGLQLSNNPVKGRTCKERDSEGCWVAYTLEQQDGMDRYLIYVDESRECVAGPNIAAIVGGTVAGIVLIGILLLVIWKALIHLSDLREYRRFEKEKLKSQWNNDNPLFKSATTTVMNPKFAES
ERb coact inh: inhibitors of ERβ-SRC1 coactivator interaction, primary screen, biochemical, TR-FRET, ERβ LBD, SRC-1 peptide; Estrogen receptor beta (Homo sapiens), Q92731; 86,000 compounds, 1.3% hits; TR-FRET ER-beta LBD / SRC1-Cy5 peptide binding; receptor agonist-loaded with 1 µM estradiol; inhibition, % at 25.6 µM;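 active = compounds whose percent inhibition of the receptor-coactivator binding signal exceeds about 50% in the single-dose screen, limit read from the data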;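 also: 0% = receptor plus peptide wells without compound and 100% = peptide-only wells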
FAK inh: FAK kinase inhibitors, primary screen, biochemical. biochemical FAK kinase activity assay. inhibition, %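 (tested at 7 µM)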. 97,000 compounds, 0.84% hits. AID 727, 2007; in the data active = inhibition above about 19%;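 also: 0% = DMSO and 100% = reference compound high control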
CD11b adhes inh: inhibitors of CD11b/CD18 adhesion to fibrinogen, primary screen, K562 cells, luminescence; Integrin beta-2 (Homo sapiens) + Integrin alpha-M (Homo sapiens), P05107+P11215; ATPlite luminescence; Mn2+ added to activate the integrin; inhibition, % at 10 µM; 93,000 compounds, 0.54% hits; AID 1497, 2009;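 active = primary inhibition of 50% or more at 10 µM, then 40% or more on retest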; also: some results filed as inactive read as strong as hits
HIV Rev-RRE inh: HIV-1 Rev-RRE binding inhibitors, primary screen, biochemical, FRET, protein-RNA interaction | inhibition, % at 8 µM | Rev peptide-RRE RNA binding | 97,000 compounds, 0.79% hits;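 active = inhibition above the screen-wide mean plus 3 SD, cut at about 35% in these data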;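 also: 0% = median DMSO wells and 100% = median Neomycin B control wells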
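Assay system: Rev peptide and RRE RNA, both fluorescently labelled; times: 5 min preincubation and 15 min binding, 25 °C; detection: FRET, ex 480 nm, em 540 and 671 nm; read-out basis: % inhibition from 671/540 nm acceptor-to-donor ratio, scaled between controls; benchmarks: DMSO low control, neomycin B high control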
PLK1 kinase inh: human PLK1 kinase inhibitors, primary screen, biochemical, TR-FRET; recombinant PLK1 kinase, TR-FRET peptide phosphorylation; inhibition, % at 10 µM; 97,000 compounds, 0.53% hits; Serine/threonine-protein kinase PLK1 (Homo sapiens), P53350;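 active = inhibition of 50% or more in the single-concentration screen; inactive = inhibition below 50%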;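 also: 0% = DMSO max control and 100% = H-89 dihydrochloride min control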
Numbers without * were called inactive; x = no result given; [ ] = remark or other dose.

| smiles | Plk1 PBD FP | ERa SRC1 pot | ERa coact inh | Mac1 fbg enh | ERb coact inh | FAK inh | CD11b adhes inh | HIV Rev-RRE inh | PLK1 kinase inh |
| --- | --- | --- | --- | --- | --- | --- | --- | --- | --- |
| CCOc1ccccc1N1C(=O)CC(N(O)c2ccccc2)C1=O (stereo not drawn) | -12 | 115 | -1 | 0 | -14[fluorescence artefact?] | -5 | 4 | -2 | 1 |
| COc1cc(OC)c(OC)cc1CN1CCN(c2ccccc2OC)CC1 | -8 | 107 | -6 | 0 | 1 | -2 | 6 | 11 | -3 |
| CCn1ccc(C(=O)Oc2ccc(Cl)cc2)n1 | -35 | 117 | -10 | x | -10 | -5 | x | -1 | -9 |
| CCC(=O)c1c[nH]c(C(=O)NCc2ccco2)c1 | 3 | x | x | 7 | x | -3 | -7 | 0 | -5 |
| CCCOc1ccc(C(=O)N2CC3(CC(c4cccc(NC(=O)[C@@H]5CCC(=O)N5)c4)=NO3)C[C@H]2C(=O)NC2(C(N)=O)CC2)cc1 (stereo partly drawn) | -19 | x | x | 11 | x | 1 | 0 | 14 | 3 |
| Fc1ccc2[nH]c3c(N4CCN(C5CCCCC5)CC4)ncnc3c2c1 | x | 94 | -1 | -1 | -3 | x | 12 | x | x |
| COCCn1c(-c2cccs2)nc2c(c(=O)c3ccccc3n2C)c1=O | -2 | x | x | -1 | x | 1 | -3 | 8 | -13 |
| COc1ccc(-c2cc(CCCC(=O)NCCc3ccc(OC)cc3OC)no2)cc1 | -12 | 149 | -2 | x | -1 | -3 | x | 0 | 5 |

| smiles | Plk1 PBD FP | ERa SRC1 pot | ERa coact inh | Mac1 fbg enh | ERb coact inh | FAK inh | CD11b adhes inh | HIV Rev-RRE inh | PLK1 kinase inh |
| --- | --- | --- | --- | --- | --- | --- | --- | --- | --- |
| CC1(C)CC(=O)c2cc(OCC(=O)O)ccc2O1 | 10 | x | x | 3 | x | 5 | -6 | 7 | 6 |
| COc1ccc(C2CC(C(F)(F)F)n3ncc(C(=O)NCC4CCCO4)c3N2)cc1OC (stereo not drawn) | -2 | x | x | -3 | x | 0 | 3 | 5 | -3 |
| Cc1[nH]nc2c1C(c1cccc(O)c1)C1=C(CC(C)(C)CC1=O)N2 (stereo not drawn) | 14 | 121 | -5 | 1 | 3 | 2 | -7 | 5 | -13 |
| O=C(CSc1ncc(-c2ccc(F)cc2)[nH]1)N1CCCCC1 | -1 | 140 | -2 | 1 | -31[fluorescence artefact?] | 2 | -25 | 6 | -13 |
| COc1ccccc1N1CCN(C(=O)CSc2ccc3c(C)cc(C)nc3n2)CC1 | -3 | 84[fluorescence artefact?] | 13[fluorescence artefact?] | x | 21 | -1 | x | 0 | -1 |
| COc1cccc(C(=O)Nc2ccc(C)cc2)c1 | 27 | 107 | -7 | 2 | 2 | 5 | 7 | 9 | -9 |
| CC(C)CNC(=O)CC(c1ccccc1)c1c(O)ccc2ccccc12 (stereo not drawn) | 2 | 107 | 2 | x | -4 | -1 | x | 10 | -6 |
| CC1=C(C(=O)OC(C)C)C(C)C(C(=O)OC(C)C)=C(C)N1 | x | 115 | -12 | 4 | -4[fluorescence artefact?] | x | 9 | x | x |

Next section, overlapping the part above by three compounds.
| smiles | Plk1 PBD FP | ERa SRC1 pot | ERa coact inh | Mac1 fbg enh | ERb coact inh | FAK inh | CD11b adhes inh | HIV Rev-RRE inh | PLK1 kinase inh |
| --- | --- | --- | --- | --- | --- | --- | --- | --- | --- |
| COc1cccc(C(=O)Nc2ccc(C)cc2)c1 | 27 | 107 | -7 | 2 | 2 | 5 | 7 | 9 | -9 |
| CC(C)CNC(=O)CC(c1ccccc1)c1c(O)ccc2ccccc12 (stereo not drawn) | 2 | 107 | 2 | x | -4 | -1 | x | 10 | -6 |
| CC1=C(C(=O)OC(C)C)C(C)C(C(=O)OC(C)C)=C(C)N1 | x | 115 | -12 | 4 | -4[fluorescence artefact?] | x | 9 | x | x |
| COC(=O)c1ccc(Cc2ccccc2)o1 | -14 | 116 | 2[fluorescence artefact?] | -2 | -2[fluorescence artefact?] | 0 | -6 | 8 | -5 |
| N#Cc1cc2c(nc1SCC(=O)Nc1sc3c(c1C#N)CCC3)CCCC2 | -9 | 120 | 0 | x | 1 | -2 | x | 10 | -16 |
| CN(CC(=O)Nc1ccc(C#N)cc1)Cc1ccc(Cl)cc1Cl | 3 | x | x | -2 | x | 0 | 12 | 16 | -10 |
| CC(NC(=O)CSc1nnc(CC(=O)Nc2ccc(Cl)c(Cl)c2)n1C)c1ccccc1 (stereo not drawn) | 1 | 97 | -2 | -7 | -7 | -2 | -28 | 2 | -9 |
| COCCNC(=O)c1ccccc1-c1nc(-c2ccccc2OC)no1 | 24 | 128 | 11 | -3 | 2 | 0 | -2 | 4 | -10 |
| COC(=O)CN1C(=O)S/C(=C/c2ccc(N3CCCCC3)o2)C1=O | -228 | x | x | x | x | 6 | x | 140*[fluorescence artefact?] | -21 |
| Cc1c(C#N)c2ccccc2n1CC(=O)O | 15 | 142[fluorescence artefact?] | -4 | x | -2 | 0 | x | 10 | 2 |
| Cn1c(SCC(=O)N2CCCCCC2)nc2c([nH]c3ccccc32)c1=O | -19 | 106 | -18 | -4 | -16 | 0 | 10 | -3 | -5 |

| smiles | Plk1 PBD FP | ERa SRC1 pot | ERa coact inh | Mac1 fbg enh | ERb coact inh | FAK inh | CD11b adhes inh | HIV Rev-RRE inh | PLK1 kinase inh |
| --- | --- | --- | --- | --- | --- | --- | --- | --- | --- |
| N#Cc1c(Cl)nc(SCc2ccccc2)nc1-c1ccccc1 | -3 | x | x | -10 | x | -12 | 74* | 8 | -5 |
| O=C1c2ccccc2NC2CCCCCN12 (stereo not drawn) | -13 | 114 | -2 | x | -3 | 2 | x | 7 | -9 |
| COc1ccc(-c2c(NC(=O)C(C)C)n(C)c3ccccc3c2=O)cc1 | 2 | 98 | -8 | 1 | -15 | -2 | 0 | 3 | -13 |
| CCCCn1nc2cc(C(=O)NCc3ccccc3)ccc2c1OCC | -3 | x | x | x | x | -3 | x | 10 | -7 |
| C=CCSc1nccc(-c2nn(-c3ccc(C)cc3)ccc2=O)n1 | -28 | 103 | -6 | 0 | -4 | -5 | -1 | -2 | -5 |
| O=C(O)Cc1cc2c(s1)CCCCC2 | 2 | 109 | -8 | -2 | 13 | -4 | -13 | 9 | -5 |
| O=C(O)CCCN=CC1=C(O)C(C(=O)c2ccccc2)CCC1=O (stereo not drawn) | -2 | 87 | 11 | x | 25 | -1 | x | 1 | -12 |

Three compounds already listed, arranged by SMILES length, largest number first.
| smiles | Plk1 PBD FP | ERa SRC1 pot | ERa coact inh | Mac1 fbg enh | ERb coact inh | FAK inh | CD11b adhes inh | HIV Rev-RRE inh | PLK1 kinase inh |
| --- | --- | --- | --- | --- | --- | --- | --- | --- | --- |
| COc1ccc(-c2c(NC(=O)C(C)C)n(C)c3ccccc3c2=O)cc1 | 2 | 98 | -8 | 1 | -15 | -2 | 0 | 3 | -13 |
| O=C(O)CCCN=CC1=C(O)C(C(=O)c2ccccc2)CCC1=O (stereo not drawn) | -2 | 87 | 11 | x | 25 | -1 | x | 1 | -12 |
| C=CCSc1nccc(-c2nn(-c3ccc(C)cc3)ccc2=O)n1 | -28 | 103 | -6 | 0 | -4 | -5 | -1 | -2 | -5 |

Screening results as filed in PubChem BioAssay.
